Compound activity: PubChem BioAssay, Broad Institute
INS-1E GSIS act: primary screen for activators of insulin secretion dependent on glucose, INS-1E cells, GLuc reporter luminescence; INS-1E GLuc reporter insulin secretion, 2-3 h; activation, % at 16.6 µM; 370,000 compounds, 0.61% hits; AID 743287;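 active means lowest replicate activation of at least 40%, so every replicate reaches that level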;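 further: 0% = median of neutral control wells and 100% = median of IBMX positive control wells; some compounds called inactive have numbers as strong as hits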
RAD54 branch: inhibitors of human RAD54 branch migration; 360,000 compounds, 0.14% hits; inhibition, % at 10.4 µM; RAD54 Holliday junction branch migration, FAM/BHQ fluorescence;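 active means mean normalized replicate activity at least 40 and at least half of replicates scoring 40 or more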;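 further: 0% = median of neutral control wells and 100% = median of positive control wells; inhibitors cause a drop in the FAM fluorescence signal; in these data hits start at about 50%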
CFTR F508del cor: CFTR F508del correction in bronchial cells; CFBE cells, YFP halide quenching; stimulated with forskolin plus potentiator P3; % fluorescence drop versus neutral controls; activity (quench increase), % at 7.58 µM; 350,000 compounds, 0.36% hits;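 active means mean added fluorescence quench of at least 8% versus neutral control, with both replicates also reaching 8%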;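 further: cells transiently co-express mutant CFTR-F508del with the halide-sensitive YFP; corrector assay measuring rescue of mutant channel to the surface after 24 h compound exposure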
Xi reactivation: X-chromosome reactivation activator; XiGFP mouse fibroblasts, % GFP-positive cells imaging, 3 d; cells co-treated with 5-aza-dC sensitizer; scaled so ellipticine positive control = 100%; activation, % at 7.58 µM; 360,000 compounds, 0.055% hits;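 active means mean normalized replicate activation at least 10% and every replicate at or above 10%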;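 further: 0% = median of on-plate neutral control wells and 100% = ellipticine 6 µM median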
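Material: XiGFP fibroblasts, SV40-immortalized; Buffer or medium: DMEM containing 5-aza-dC; Compound dosing: single point; Times: 3 days compound exposure.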
esBAF inh: inhibitors of esBAF chromatin remodeling in mouse ES cells; 350,000 compounds, 2% hits; reporter increase, % at 12.5 µM; AID 602393; Bmi1-luciferase knock-in reporter, 24 h; 100% = twice the neutral-well signal; in the data active means activation above about 40%;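 further: 0% = median of the plate's neutral control wells and 100% = double that signal; a rise in the Bmi1 reporter signal indicates esBAF inhibition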
ERAP1 HTS inh: inhibitors of human ERAP1 aminopeptidase | inhibition, % at 10.7 µM | Q9NZ08 | 340,000 compounds, 0.15% hits | recombinant ERAP1, Leu-AMC fluorescence, 60 min;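 active means mean replicate inhibition of at least 30%, or all replicates individually reaching that 30% level; inactive means mean below 30% and not every replicate reaching it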;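 further: 0% = neutral control wells and 100% = L-leucinethiol positive control wells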
ARNT TACC3 PPI: disrupts binding between human ARNT and TACC3 | AID 623870 | Q9Y6A5 | AlphaScreen His-ARNT PAS-B/GST-TACC3 binding, luminescence; TACC3 fragment carries E629A point mutation | inhibition, % at 9.99 µM | 390,000 compounds, 0.66% hits;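 active means mean inhibition of replicates at least 50% and at least half of replicates each reaching 50%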;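 further: 0% = complete ARNT plus TACC3 wells and 100% = ARNT alone without TACC3; many hits fall short of the cut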
RAD52 inh: RAD52 (human) annealing inhibition; P43351; recombinant RAD52 DNA annealing, FRET fluorescence; inhibition, % at 18.7 µM; 360,000 compounds, 0.46% hits;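 active means every replicate showing at least 50% inhibition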
Target sequence (P43351 whole entry, looked up): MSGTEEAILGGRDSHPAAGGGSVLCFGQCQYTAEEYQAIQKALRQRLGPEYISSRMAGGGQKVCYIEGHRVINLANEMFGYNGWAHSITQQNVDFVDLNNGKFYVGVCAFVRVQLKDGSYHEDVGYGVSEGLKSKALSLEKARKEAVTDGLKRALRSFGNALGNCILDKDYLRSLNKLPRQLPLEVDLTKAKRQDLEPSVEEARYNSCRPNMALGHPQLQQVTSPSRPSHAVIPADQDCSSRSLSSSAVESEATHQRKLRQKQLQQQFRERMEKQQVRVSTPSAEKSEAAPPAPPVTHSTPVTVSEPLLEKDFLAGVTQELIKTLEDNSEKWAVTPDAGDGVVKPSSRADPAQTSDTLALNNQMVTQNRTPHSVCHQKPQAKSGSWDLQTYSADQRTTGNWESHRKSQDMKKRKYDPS
* hit, by the source's call; . = not tested or not shown; & = joins results of further samples.

Letter code: A = INS-1E GSIS act; B = RAD54 branch; C = CFTR F508del cor; D = Xi reactivation; E = esBAF inh; F = ERAP1 HTS inh; G = ARNT TACC3 PPI; H = RAD52 inh
O=C(C[C@@H]1CC[C@H]2[C@@H](COC[C@H](O)CN2Cc2cc(F)cc(F)c2)O1)NC1CCC1
  A: 1; B: 16; C: -0.1; D: 0.0; E: 7; F: 1; G: 5; H: 14

CCNC(=O)[C@H]1[C@H](CO)[C@H]2Cn3c(ccc(C4=CCCCC4)c3=O)[C@@H]1N2CCC(F)(F)F
  A: -14; B: .; C: 0.9; D: 0.0; E: .; F: -1; G: .; H: -5

C[C@H](CO)N1C[C@H](C)[C@H](CN(C)C(=O)C2CCCCC2)Oc2cc(-c3cccnc3)ccc2S1(=O)=O
  A: -4; B: -1; C: -1.8; D: -0.2; E: 5; F: 12; G: 10; H: 0

CC(C)(C)OC(=O)NC1CCN(S(=O)(=O)c2ccc3c(c2)OCCO3)CC1
  A: -12; B: -7; C: 1.9; D: 0.2; E: -5; F: .; G: 1; H: -6

CCN(CCCNC(=O)Cn1ncc2c([nH]c3ccccc32)c1=O)Cc1ccccc1
  A: 12; B: -4; C: 2.4; D: 0.0; E: -1; F: -5; G: -2; H: -37

COCCNC(=O)C1(C)CCCN(Cc2cccc(F)c2)C1 (stereo not given)
  A: -3; B: 1; C: -3.1; D: 0.0; E: 3; F: 5; G: .; H: -4

CCCS(=O)(=O)Nc1cccc(-c2nc3cccnc3s2)c1
  A: 10; B: -2; C: 0.2; D: 0.2; E: 15; F: -2; G: 46*; H: -16

CN1C(=O)c2cc(NC(=O)c3ccc(F)cc3)ccc2OC[C@H]2O[C@@H](CC(=O)N3CCOCC3)CC[C@@H]21
  A: 4; B: 0; C: 0.1; D: 0.1; E: -3; F: 0; G: 5; H: 7

O=C(CC1CC1)N1CC(=O)N2[C@@H](CO)[C@@H](c3ccc(C#Cc4ccc(F)cc4)cc3)[C@@H]2C1
  A: -23; B: .; C: -0.8; D: 0.5; E: .; F: 0; G: .; H: -12

COc1ccc(/C=C/C(=O)N(C)c2ccccc2C(=O)O)cc1
  A: 7; B: .; C: 0.8; D: 0.5; E: .; F: 7; G: 3; H: -14

4 of the entries above in order of their number in ERAP1 HTS inh, ascending.
Structure | ERAP1 HTS inh
CCN(CCCNC(=O)Cn1ncc2c([nH]c3ccccc32)c1=O)Cc1ccccc1 | -5
CN1C(=O)c2cc(NC(=O)c3ccc(F)cc3)ccc2OC[C@H]2O[C@@H](CC(=O)N3CCOCC3)CC[C@@H]21 | 0
O=C(C[C@@H]1CC[C@H]2[C@@H](COC[C@H](O)CN2Cc2cc(F)cc(F)c2)O1)NC1CCC1 | 1
COc1ccc(/C=C/C(=O)N(C)c2ccccc2C(=O)O)cc1 | 7

(list continues)
Letter code: A = INS-1E GSIS act; B = RAD54 branch; C = CFTR F508del cor; D = Xi reactivation; E = esBAF inh; F = ERAP1 HTS inh; G = ARNT TACC3 PPI; H = RAD52 inh
Cc1ccc(-c2cnc3c(c2)C(=O)N([C@H](C)CO)C[C@H](C)[C@H](CN(C)Cc2ccccc2F)O3)cc1
  A: -12; B: -4; C: -0.9; D: 0.5; E: 6; F: -1; G: -3; H: 14

CSc1nsc(SCC(=O)Nc2ccc(NC(C)=O)cc2)n1
  A: 12; B: 8; C: -0.7; D: 0.9; E: 12; F: 0; G: -3; H: -5

O=C(Nc1ccc(Cl)cc1N1CCOCC1)C1CC1
  A: 9; B: 3; C: 1.2; D: -0.1; E: 4; F: -2; G: -8; H: -3

O=S(=O)(NCC1CN(S(=O)(=O)c2ccc3c(c2)OCCO3)C1)c1c(F)cccc1F
  A: 12; B: 4; C: -4.7; D: 0.4; E: -1; F: 3; G: -14; H: -3

CSc1nc(N)c2c(n1)N(C)C=NS2(=O)=O
  A: 6; B: -4; C: -2.5; D: 0.0; E: 2; F: -3; G: -1; H: -16

COc1ccc(-n2c(COc3ccc(Cl)cc3Cl)n[nH]c2=S)cc1
  A: .; B: -7; C: 2.9; D: -0.1; E: 9; F: -1; G: .; H: -8

COc1ccc2nc(NC(=O)CSc3nnc(C)n3N)sc2c1
  A: .; B: -2; C: -1.1; D: 0.1; E: -19; F: -4; G: -31; H: -11

CC(C)NC(=O)[C@@]1(C)c2ccccc2C(=O)N(Cc2ccc(OC(F)(F)F)cc2)[C@H]1c1ccc(CO)cc1
  A: .; B: -15; C: 2.6; D: .; E: .; F: -1; G: 5; H: 2

O=C(N/N=C/c1ccncc1)NC1CCCCC1
  A: 23; B: .; C: 2.9; D: 0.0; E: .; F: -3; G: -3; H: -1

CCCCn1c(N)c(N(CC(C)C)C(=O)COC(=O)C2(c3ccccc3)CC2)c(=O)[nH]c1=O
  A: -3; B: 4; C: 0.1; D: 0.0; E: -4; F: -1; G: -2; H: -16

Cc1ccc(C)c(Cc2c(C)nc3c(C(=O)N4CCOCC4)cnn3c2C)c1
  A: 7; B: -1; C: .; D: .; E: -3; F: .; G: 4; H: .

O=C1CCCN1CC(O)CS(=O)(=O)Cc1ccc(Cl)cc1 (stereo not given)
  A: 8; B: -1; C: -0.6; D: 0.0; E: .; F: -4; G: .; H: 2

C[C@H](CO)N1C[C@H](C)[C@@H](CN(C)S(=O)(=O)c2ccc(F)cc2)Oc2c(NC(=O)C3CCCCC3)cccc2C1=O
  A: 6; B: -4&3; C: 2.6&2.6; D: -0.4; E: 4&6; F: -1&1; G: 6&14; H: 24&10

C[C@@H]1CN([C@H](C)CO)C(=O)c2cc(NC(=O)Cc3ccccc3)ccc2O[C@@H]1CN(C)Cc1ccc(-c2ccccc2)cc1
  A: -34; B: .; C: 1.1; D: -0.1; E: -4; F: .; G: .; H: .

O=C(CCc1ccccc1F)N1CCN(c2ccc(C(F)(F)F)cn2)CC1
  A: -18; B: -4; C: 1.9; D: 0.0; E: -4; F: -6; G: -3; H: -6

CCC(C(=O)Nc1cc(F)ccc1F)n1nc(C)c2c(C)n(-c3ccc(C)cc3)nc2c1=O (stereo not given)
  A: -45; B: -12; C: 2.1; D: -0.1; E: 9; F: -1; G: 8; H: -5

COC(=O)c1ccccc1NC(=O)C(C)c1ccc([N+](=O)[O-])cc1 (stereo not given)
  A: 3; B: .; C: .; D: 0.0; E: -4; F: 0; G: 13; H: -13

C[C@@H]1CN([C@H](C)CO)S(=O)(=O)c2ccc(-c3ccccc3F)cc2O[C@H]1CN(C)S(C)(=O)=O
  A: 11; B: 4; C: -2.0; D: -0.5; E: 13; F: -1; G: -7; H: -5

Cc1ccc(NC(=O)c2ccc([N+](=O)[O-])s2)cc1S(=O)(=O)N1CCOCC1
  A: -2; B: 1; C: -3.2; D: -0.3; E: -27; F: -1; G: -4; H: -11

CCS(=O)(=O)N1CCN(c2cnn(-c3ccccc3)c(=O)c2Cl)CC1
  A: 13; B: 8; C: 1.4; D: 0.0; E: 8; F: 4; G: -7; H: -11

CCCCCCCCCCCCCCCCn1cc[n+](C)c1
  A: 186*; B: .; C: -4.1; D: 0.3; E: .; F: 79*; G: 2; H: 83*

C[C@H]1CCCCO[C@H](CN(C)Cc2ccc(Cl)c(Cl)c2)[C@@H](C)CN([C@@H](C)CO)C(=O)c2cc(NC(=O)Nc3ccc(C(F)(F)F)cc3)ccc2O1
  A: 12; B: 1; C: 3.5; D: 0.6; E: -4; F: 1; G: 19; H: -1

C[C@H](CO)N1C[C@H](C)[C@H](CN(C)C(=O)C2CCCCC2)Oc2cc(C#Cc3ccncc3)ccc2S1(=O)=O
  A: -6; B: -3; C: 0.1; D: 0.0; E: -6; F: -4; G: 11; H: 16

Cc1ccc(C)c(OCCC(=O)NCCc2ccc(S(N)(=O)=O)cc2)c1
  A: 5; B: -11; C: 7.3; D: 0.4; E: -2; F: 2; G: -1; H: -12

NC(Cc1ccc(Cl)cc1)c1csc(NC(=O)NCC2CCCCC2)n1 (stereo not given)
  A: -8; B: -2; C: 0.7; D: 0.0; E: -78; F: -1; G: .; H: -20

C[C@H]1CCCCO[C@H](CN(C)C(=O)Nc2cccc3ccccc23)[C@@H](C)CN([C@@H](C)CO)C(=O)c2cc(NC(=O)CCCN(C)C)ccc2O1
  A: 44; B: 20; C: -1.7; D: 0.0; E: 0; F: 1; G: 10; H: 36

O=C(Nc1nc(-c2ccccn2)cs1)c1cc(Cl)ccc1[N+](=O)[O-]
  A: -4; B: .; C: -4.4; D: 0.2; E: .; F: -1; G: 58*; H: -14

CCNC(=O)C1(C)CCCN(C(=O)COCc2ccccc2)C1 (stereo not given)
  A: -3; B: 6; C: 0.5; D: 0.1; E: 5; F: 17; G: .; H: -7

CCNC(=O)C[C@@H]1CC[C@H]2[C@@H](COc3ccc(NC(=O)c4ccc(F)c(F)c4)cc3C(=O)N2C)O1
  A: 0; B: 5; C: -0.6; D: 0.1; E: 0; F: -3; G: 0; H: -2

CC(C)c1ccc(Nc2n[nH]c(=S)s2)cc1
  A: -5; B: .; C: -1.3; D: 0.0; E: .; F: -3; G: .; H: -6

NC(c1csc(Nc2nncc3ccccc23)n1)C1CCCCC1 (stereo not given)
  A: .; B: 19; C: -3.9; D: 0.0; E: -1; F: 9; G: .; H: -51

Cn1cc(C(=O)N2CCN(c3ccccc3)CC2)c(=O)c2cc(S(=O)(=O)N3CCCC3)ccc21
  A: 3; B: 4; C: -0.2; D: 0.2; E: 1; F: -4; G: 6; H: -9

CCc1nn(CC(=O)N2CCN(c3ccc(F)cc3)CC2)c(=O)c2cc3occc3n12
  A: -25; B: 0; C: -0.6; D: 0.0; E: -3; F: 0; G: -3; H: -19

N#Cc1ccc(-c2ccc(OCC(O)CN3CCOCC3)cc2)cc1 (stereo not given)
  A: 3; B: .; C: -1.7; D: 0.4; E: .; F: -3; G: .; H: -19

COc1ccc2c3c(n(C)c2c1)[C@@H](CO)N(S(=O)(=O)c1ccc(C)cc1)CC31CCN(C)CC1
  A: -6; B: .; C: -2.2; D: 0.0; E: .; F: 2; G: .; H: 19

O=C1CN(C(=O)CN2CCOCC2)C(c2ccccc2)c2cc(Br)ccc2N1 (stereo not given)
  A: -19; B: 1; C: -2.9; D: 0.1; E: -4; F: -1; G: 8; H: -6

COc1ccc(N(C(=O)C2CCCCC2)S(=O)(=O)c2cccc3cccnc23)cc1
  A: -13; B: 9; C: -1.6; D: 0.0; E: -5; F: -5; G: -1; H: -23

OC(Cc1ccccc1Br)c1ncc(-c2cccc(C(F)(F)F)c2)[nH]1 (stereo not given)
  A: -21; B: -5; C: -0.5; D: -0.1; E: 5; F: 0; G: .; H: -21

O=C(C1=C[C@H](C2CCCCC2)C[C@H](OCCCCO)O1)N1CCN(Cc2ccccc2)CC1
  A: .; B: -1&1; C: 3.4&1.9; D: 0.4; E: -1; F: 4&-1; G: -7&0; H: 4&-83

C[C@H]1CN([C@@H](C)CO)C(=O)Cc2cc(NS(C)(=O)=O)ccc2O[C@@H]1CN(C)Cc1ccc(C(F)(F)F)cc1
  A: 10; B: -12; C: -0.7; D: -0.4; E: 4; F: -1; G: 2; H: 1

Clc1cccc(Cc2c(-c3ccco3)nc3c4ccccc4ccn23)c1
  A: .; B: .; C: 3.5; D: 0.1; E: .; F: 0; G: .; H: -178

O=C(Cc1ccccn1)N1CC(=O)N2[C@@H](CO)[C@@H](c3ccc(C#CC4CC4)cc3)[C@@H]2C1
  A: 16; B: .; C: -1.4; D: 0.0; E: .; F: 1; G: .; H: -32

Cc1cnc([N+](=O)[O-])n1CCOC(=O)NC(=O)c1ccccc1
  A: 8; B: .; C: 3.2; D: 0.2; E: .; F: 0; G: -4; H: -5
